# Source: PubChem
# TNAP activators: stimulation of alkaline phosphatase TNAP activity – biochemical, luminescent, no phosphate acceptor, uHTS, primary screen (AID 1001); purified TNAP, luminescent activation assay, no phosphate acceptor; higher activation fold means a stronger effect; actives 0.03% (n = 200,000); one-dose activation fold at 20 µM; EC50 in µM for titrated hits; in the data active means activation fold from about 3, or a potency from the dose series; inactive means the rest, 99 in 100 with activation fold below about 1.6; further: many of its hits are not listed in these tables
# SIAH1 antagonists: blockers of Siah-1 interaction with plectin peptide – biochemical, fluorescence polarization, rhodamine-plectin, uHTS, primary screen (AID 1817). displacement, % at 20 µM; hits with a dose series show IC50 in µM. actives 0.02% (n = 290,000). Siah-1 / rhodamine-plectin peptide fluorescence polarization; higher % means a stronger effect;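 active means displacement of at least 50% at 20 µM, with a fluorescence ratio check between 0.3 and a set limit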;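 further: plate controls were Siah plus tracer with DMSO for no effect and tracer alone without Siah for full effect; strong numbers were not always called active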
# XIAP antagonists: XIAP antagonists, biochemical, IAP family, fluorescence polarization (AID 1018). XIAP BIR domain, fluorescence polarization peptide displacement; higher % means a stronger effect. one-dose displacement, % at 20 µM; IC50 in µM for titrated hits. actives 0.007% (n = 200,000); in the data active means displacement above about 50%; further: a part of the inactive calls stands beside numbers as strong as those of hits
# human PMI inhibitors: human PMI inhibitors, high substrate, primary screen, biochemical, fluorescence intensity, high mannose 6-phosphate (AID 1220) | inhibition, % at 20 µM; hits with a dose series show IC50 in µM | recombinant PMI enzyme, coupled fluorescence intensity; higher % means a stronger effect | actives 0.66% (n = 190,000)
# human PMI inhibition: MPI enzyme activity inhibition – biochemical, fluorescence intensity, coupled assay, primary screen (AID 1209). purified PMI enzyme, coupled fluorescence intensity; higher % means a stronger effect. inhibition, % at 20 µM, or IC50 in µM where a hit was titrated. actives 0.42% (n = 190,000);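 further: plate controls were DMSO vehicle for no effect and wells lacking substrate for full effect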
# M1AAP inhibition: malaria alanyl aminopeptidase activity blockers – biochemical, fluorogenic H-Leu-NHMec substrate, 1536-well (AID 1445); recombinant M1AAP, H-Leu-NHMec fluorogenic kinetic assay; higher % means a stronger effect; one-dose inhibition, % at 30 µM; IC50 in µM for titrated hits; actives 0.42% (n = 220,000);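 active means primary inhibition above the hit cutoff, then over 50% inhibition at one or more dose response concentrations, cut at about 23% in these data, passing the limit was not always enough; inconclusive means conflicting primary data, or primary hits not chosen for dose response; inactive means low primary inhibition, or under 50% at every dose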;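 further: plate controls were DMSO full reaction for no effect and no enzyme background for full effect; strong numbers were not always called active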
# Lipid droplet: modulators of hepatic lipid droplet formation. AML12 mouse hepatocytes, oleate lipid droplets, BODIPY imaging. inhibition, % at 6.5 µM. actives 0.4% (n = 240,000). AID 1656;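 active means lipid droplet intensity inhibited by at least 50%, with more than 500 cells counted; inconclusive means wells with under 300 cells, treated as cytotoxic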
#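 Material – mouse AML12 hepatocyte cell line, fixed after treatment · Compound dosing – one dose, 6.5 µM compound · Times – compound with oleate, overnight · Measured by – Image-based BODIPY and DAPI two-channel analysis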
# M17LAP inhibition: P. falciparum M17LAP inhibitors, primary screen, biochemical, fluorogenic H-Leu-NHMec substrate, 1536-well (AID 1619). inhibition, % at 30 µM, or IC50 in µM where a hit was titrated. recombinant M17LAP, H-Leu-NHMec fluorogenic kinetic assay; higher % means a stronger effect. actives 0.38% (n = 220,000);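 active means compound inhibiting the enzyme by more than half at any dose during confirmatory dose-response retesting; inconclusive means strong single-dose inhibitors picked by rank but not retested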;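 further: plate controls were full reaction with DMSO carrier for no effect and no enzyme background for full effect; strong numbers were not always called active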
# K1F lysis inhibition: protection from phage-mediated lysis, alamar blue read-out – E. coli UTI89, K1F phage, bacterial capsule biogenesis inhibitors (AID 488966) | E. coli UTI89 K1F phage lysis, alamar blue, 2 h; higher % means a stronger effect | one-dose inhibition, % at 100 µM; IC50 in µM for titrated hits | actives 0.02% (n = 340,000);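 active means phage lysis inhibition, versus mean bacterial control, above a set limit; inconclusive means no clear call, values can overlap the other calls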;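 further: capsule biogenesis inhibitors block K1F phage lysis so surviving cells raise fluorescence; higher fluorescence means more inhibition of phage lysis; actives were called in the ten point dose series up to 300 µM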
# Lipid droplet cells 6.5 µM: second read-out of Lipid droplet, no call of its own (marks repeat the call); cell count; measured here: cell count, cytotoxicity flag;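 cells counted across two imaged fields per well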
# * marks the source's active call; other numbers are inactive results; ? = inconclusive; / = not tested or not shown; [ ] = dose if it differs, or a comment. Unless noted, no stated cut-off is given here; in the data, active means inhibition above about 50%; inactive means the rest. Not a hit list; any-hit rate near 1.9%.
# Screens in order – human PMI inhibition	XIAP antagonists	M1AAP inhibition	human PMI inhibitors	Lipid droplet cells 6.5 µM	TNAP activators	M17LAP inhibition	Lipid droplet	SIAH1 antagonists	K1F lysis inhibition
(1) Cc1ccccc1NC(=O)c1ccc(C)c(S(=O)(=O)Nc2ccccn2)c1
  8.3%	-0.2%	2.4%	9.5%	475	1.2	-13.1%	-14.7	4.7%	2.2%
(2) Cc1ccc(NC(=O)C2CC(=O)NC(Nc3cccc(C)c3)=N2)cc1 (stereo not given)
  5.8%	2.0%	-2.3%	3.4%	690	1.1	-6.7%	-16.5	4.0%	1.7%
(3) CCN1CCN(S(=O)(=O)c2ccc(S(=O)(=O)NCC3CCCO3)cc2)CC1 (stereo not given)
  -5.2%	-6.9%	6.5%	-7.8%	719	1	-10.6%	1.1	1.8%	0.3%[50 µM]
(4) Cc1cc(C)n(C(=O)COc2ccc(Cl)cc2Cl)n1
  -11.7%	0.0%	-1.4%	-5.5%	652	1.1	7.0%	-5.7	4.9%	5.7%
(5) CCOc1ccc(C(=O)C2CCN(C(=O)c3ccccc3C(=O)O)CC2)cc1
  2.8%	-2.2%	3.3%	-0.4%	740	1.1	6.1%	2.7	1.5%	?
(6) Cc1cccc(Nc2nnc(SCC(=O)c3ccc(Br)s3)s2)c1C
  18.2%	-5.6%	-0.9%	29.5%	656	1.1	23.0%	-94.2	-0.4%	-0.5%[50 µM]
(7) O=C(CCCc1ccccc1)NC1CC1
  4.2%	-1.2%	7.2%	24.8%	656	1	19.0%	19.4	0.4%	-2.6%
(8) O=C(O)C1C2C=CC(C2)C1C(=O)NCCc1cccc(Cl)c1 (stereo not given)
  -12.5%	-20.6%	4.2%	0.4%	726	1	34.3%	-4.6	0.6%	-0.5%
(9) CCCCCC(=O)Nc1cccc(C2=NOC3(C2)C[C@@H](C(N)=O)N(C(=O)c2cc([N+](=O)[O-])cc([N+](=O)[O-])c2C)C3)c1 (stereo not given in full)
  /	/	0.3%	/	/	/	-3.6%	/	-4.7%	0.0%
(10) CCCSc1nnc(-c2ccccc2N)c(=O)[nH]1
  4.3%	-2.0%	5.2%	-1.9%	757	1.1	9.1%	1.1	2.6%	1.6%
(11) Cc1ccc(C)c(N(CC(=O)NCc2ccco2)C(=O)CCC(=O)Nc2ccccn2)c1
  -20.2%	2.2%	2.3%	-18.0%	731	1.1	12.1%	0.5	-0.7%	0.3%
(12) COC(=O)C1CCN(CC(=O)NC(=O)NC2CCCCC2)CC1
  -7.0%	-6.9%	4.4%	-1.6%	693	0.9	7.5%	-1.4	0.1%	-0.2%
(13) CCCCOC(=O)CCCN1C(=O)/C(=C2\SC(=S)N(CCCC(=O)OCCCC)C2=O)SC1=S
  /	/	-0.2%	/	678	/	2.5%	-1.3	3.0%	/
(14) COc1ccc2[nH]c(=O)c(CN(Cc3nnnn3Cc3ccc(F)cc3)CC3CCCO3)cc2c1 (stereo not given)
  4.3%	0.1%	?	4.1%	/	1.1	-76.2%	/	1.2%	0.3%
(15) COc1ccc(-c2c(C)[nH]n3c(=O)c(Cc4ccccc4)c(C)nc23)cc1
  10.7%	-10.6%	8.1%	3.0%	413	1.1	10.4%	-21.4	-6.7%	1.5%
(16) Cc1ccccc1C(=O)NC(=S)NCc1cccnc1
  13.9%	-7.7%	-3.6%	14.1%	695	1	18.4%	0.6	-1.3%	-0.2%
(17) O=Cc1c(Sc2ccccn2)nc2ccccn2c1=O
  -8.2%	-24.3%	13.7%	1.2%	661	1	8.0%	-31.1	-2.7%	3.4%
(18) O=C(O)c1ccc(N2CCCCS2(=O)=O)cc1
  1.1%	0.4%	17.5%	9.1%	732	1.2	5.6%	-2.7	20.1%	1.8%
(19) O=C1NN(c2ccccc2)C(=O)/C1=C\c1ccc(-c2cc([N+](=O)[O-])ccc2O)o1
  6.8%	-9.0%	18.0%	7.8%	/	0.5	32.8%	?	1.0%	-0.5%
(20) Cc1cc(Cl)c(OCCCNCc2ccccc2)c(Br)c1
  6.3%	-1.6%	9.0%	-0.8%	/	1.3	0.7%	/	8.6%	1.8%
(21) Cc1ccc(C)c(N=Nc2ccc(O)c3ncccc23)c1
  3.3%	-3.9%	8.2%	48.8%	715	0.9	-7.6%	28.8	-6.0%	0.0%
(22) COc1cc(CC(=O)NCC2COc3ccccc3O2)cc(OC)c1OC (stereo not given)
  8.6%	-2.9%	3.5%	7.9%	674	1.1	3.3%	10.6	6.7%	1.2%
(23) CCCCCn1c(SCC#N)nc2cc(C(=O)NCC3CCCO3)ccc2c1=O (stereo not given)
  4.6%	-7.2%	0.3%	-0.2%	/	1	9.3%	/	0.4%	0.1%
(24) Cc1c(Cl)cccc1NC(=S)NCc1ccco1
  /	/	13.3%	/	744	/	9.8%	3.2	1.8%	1.0%
(25) COc1cc(CNC2CCC(C)C2)cc(OC)c1 (stereo not given)
  8.7%	-3.9%	1.2%	1.5%	771	1.1	1.7%	14.5	0.9%	2.2%
(26) CCN(CC)C(=O)CSc1nnc(-c2ccncc2)n1N
  -9.2%	-2.0%	3.2%	-2.4%	/	1	17.2%	/	-3.6%	0.9%
(27) CC1CN(C)C(c2ccccc2)C(C)C12NC(=O)NC2=O (stereo not given)
  -4.3%	-4.5%	-1.3%	-9.0%	/	1.1	-3.1%	/	-7.3%	11.7%
(28) COc1ccc(CN2CCN(Cc3cn(C)nc3-c3ccccc3)CC2CCO)c(C)c1C (stereo not given)
  8.9%	6.7%	1.9%	4.9%	709	1.1	-12.0%	-2.4	0.0%	1.1%
(29) O=C(CSc1ncccn1)N/N=C/c1ccc(OC2CSC2)cc1
  -6.8%	-6.0%	4.7%	5.7%	663	1	25.6%	1.0	-3.1%	0.0%
(30) Cc1ccc(NC(CC(=O)c2ccccc2)c2ccc(F)cc2)cc1 (stereo not given)
  25.9%	-3.9%	5.0%	23.1%	/	1	5.5%	/	0.0%	-0.4%
(31) CC1CC(=O)N(c2ccc(NCCc3ccccc3)c([N+](=O)[O-])c2)C1=O (stereo not given)
  2.5%	-14.7%	4.2%	5.9%	693	0.8	0.2%	-9.7	-2.5%	0.3%
(32) Cc1oc(C(N)=O)cc1COc1ccc(C(N)=O)cc1
  /	/	6.3%	/	648	/	4.4%	23.1	-4.7%	0.1%
(33) CC1(C)Cc2c(c(N3CCOCC3)nc3snc(Br)c23)CO1
  -19.6%	-16.9%	3.1%	-19.8%	/	0.9	4.3%	/	-5.2%	-0.2%
(34) O=C(CCS(=O)(=O)c1ccccc1)NC12CC3CC(CC(C3)C1)C2
  -0.3%	0.1%	0.8%	-1.5%	779	1.2	-4.8%	12.6	1.6%	0.7%
(35) Cc1nnc(SCC(=O)NC2CCCC2)s1
  6.4%	-3.0%	1.6%	2.3%	756	1	10.0%	-2.4	-3.8%	0.5%
(36) O=C(Cc1cccs1)Nc1ccccn1
  5.9%	0.1%	7.5%	1.6%	754	1.1	6.7%	7.5	-1.2%	0.2%
(37) N=c1n(Cc2ccccc2Cl)c2ccccc2n1CC(O)c1ccco1 (stereo not given)
  -2.3%	-1.9%	5.6%	-3.0%	646	1.1	13.1%	-16.2	6.3%	0.4%
(38) O=C(CN1C(=O)c2ccccc2C1=O)Nc1cccc([N+](=O)[O-])c1
  3.7%	-6.0%	10.9%	3.2%	604	1.1	9.6%	5.1	12.8%	0.3%
(39) CCCC[n+]1ccn(-c2nc3ccccc3nc2[N-]S(=O)(=O)c2ccc(Cl)cc2)c1
  /	/	4.5%	/	690	/	14.2%	-15.8	17.0%	-0.2%
(40) COc1ccc(CCN(Cc2nc3ccccc3c(=O)[nH]2)C(=O)C2CC2)cc1
  4.6%	-0.7%	1.6%	2.8%	701	1.1	10.4%	-7.3	2.5%	-1.7%
(41) O=C(N=C1c2ccccc2CN1c1ccc(F)c(Cl)c1)c1cccnc1Cl
  -19.2%	-11.6%	-3.8%	-24.7%	677	0.9	-3.1%	-19.5	9.8%	/
(42) CCN(CC)S(=O)(=O)c1ccc(C)c(C(=O)Oc2cccc(-c3cnc4ccccc4n3)c2)c1
  6.7%	-10.7%	-2.2%	8.8%	740	1	-5.5%	-26.3	-6.3%	0.8%
(43) COc1cccc(C2=NOC(C(=O)NCCN3CCOCC3)C2)c1 (stereo not given)
  -3.7%	-20.6%	1.5%	1.1%	/	1	2.5%	/	0.1%	0.0%
(44) COc1ccc(CC2(CO)CCN(S(=O)(=O)c3sccc3C)CC2)cc1
  6.5%	-6.0%	1.1%	2.6%	764	1.1	9.3%	-19.6	-3.8%	-2.5%
(45) O=C(C1=C[C@H](c2coc3ccccc3c2=O)C[C@H](OCCCCO)O1)N1CCN(Cc2ccc3c(c2)OCO3)CC1
  8.6%	-3.1%	2.5%	2.8%	719	1.1	2.0%	-1.7	2.4%	-1.0%
(46) CCOC(=O)C1CCN(C(=O)c2ccc(N(C)S(C)(=O)=O)cc2)CC1
  9.1%	-5.1%	1.1%	1.0%	774	1	-0.9%	7.1	0.7%	3.6%
(47) CC(C)Cc1[nH]c(=O)c(C#N)c2c1COC(C)(C)C2
  4.9%	-1.7%	2.6%	0.5%	794	1.1	3.8%	4.5	0.1%	0.0%
(48) CCn1c(CSc2nc3ccccc3[nH]2)nc2cc(C(=O)O)ccc21
  -3.0%	9.7%	-2.0%	-14.9%	749	1.1	-41.0%	5.6	18.3%	0.2%
(49) CCOC(=O)CSc1nnc(-c2ccccc2)o1
  -3.4%	1.1%	-2.4%	-7.8%	659	1.1	3.0%	-3.7	5.1%	0.3%
(50) O=C(O)c1cc(-c2ccccc2)nc2ccccc12
  -7.0%	-4.2%	-2.5%	-16.2%	733	1.1	18.3%	37.8	1.9%	1.9%
(51) Cc1ccc(C)c(OCCn2cc(/C=C(/C#N)C(=O)NCC3CCCO3)c3ccccc32)c1 (stereo not given)
  19.3%	-8.1%	8.6%	15.8%	608	1.1	-10.8%	-12.8	6.1%	1.9%
(52) COc1ccc(O)c(N)c1
  18.2%	-5.2%	-3.1%	2.0%	714	0.6	10.0%	6.4	87.6%	/

# Part of the list above in order of SMILES length, rising.
# Screens in order – human PMI inhibition	XIAP antagonists	M1AAP inhibition	human PMI inhibitors	Lipid droplet cells 6.5 µM	TNAP activators	M17LAP inhibition	Lipid droplet	SIAH1 antagonists	K1F lysis inhibition
(52) COc1ccc(O)c(N)c1
  18.2%	-5.2%	-3.1%	2.0%	714	0.6	10.0%	6.4	87.6%	/
(49) CCOC(=O)CSc1nnc(-c2ccccc2)o1
  -3.4%	1.1%	-2.4%	-7.8%	659	1.1	3.0%	-3.7	5.1%	0.3%
(51) Cc1ccc(C)c(OCCn2cc(/C=C(/C#N)C(=O)NCC3CCCO3)c3ccccc32)c1 (stereo not given)
  19.3%	-8.1%	8.6%	15.8%	608	1.1	-10.8%	-12.8	6.1%	1.9%
